Assay outcomes deposited in PubChem by several laboratories.
STAT1 blocker: STAT1 signaling inhibition | NIH 3T3 STAT1-luciferase reporter, IFN-gamma, luminescence | inhibition, % at 5.5 µM | 200,000 tested, 0.35% active | AID 920;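 active means inhibition above a set limit, the mean inhibition across all tested compounds plus 3 SD, cut at about 34% in these data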;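 further: 0% = IFN-gamma with DMSO and 100% = IFN-gamma with 300 µM nifuroxazide; values of inactives mirror those of a sister screen read the other way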
PPARg SRC2 recr: agonists of SRC-2 recruitment by human PPARgamma; P37231; PPARgamma LBD-SRC-2 recruitment, biochemical; activation, % at 8 µM; 200,000 tested, 0.34% active; AID 1032; in the data active means activation above about 22%;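 further: 0% = vehicle and 100% = reference agonist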
Target sequence (P37231 whole entry, looked up, the tested form may be a part): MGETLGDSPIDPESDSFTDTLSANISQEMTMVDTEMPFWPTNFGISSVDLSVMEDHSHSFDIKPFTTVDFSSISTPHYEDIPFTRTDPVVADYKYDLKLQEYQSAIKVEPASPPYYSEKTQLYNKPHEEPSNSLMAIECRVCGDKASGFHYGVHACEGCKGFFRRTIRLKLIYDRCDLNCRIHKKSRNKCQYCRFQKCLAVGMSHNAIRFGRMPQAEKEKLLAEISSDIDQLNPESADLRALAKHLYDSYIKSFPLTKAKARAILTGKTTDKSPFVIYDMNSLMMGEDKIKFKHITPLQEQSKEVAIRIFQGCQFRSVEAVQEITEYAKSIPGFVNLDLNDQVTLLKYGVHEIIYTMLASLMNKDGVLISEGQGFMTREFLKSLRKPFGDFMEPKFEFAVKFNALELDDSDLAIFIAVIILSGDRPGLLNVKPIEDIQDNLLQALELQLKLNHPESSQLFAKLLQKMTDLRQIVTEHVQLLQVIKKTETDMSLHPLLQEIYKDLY
bIAP inh: intestinal alkaline phosphatase (bovine) inhibition | 190,000 tested, under 10 active | purified bovine IAP, CDP-star luminescence, 30 min | inhibition, % at 20 µM;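 active means over 50% inhibition of intestinal alkaline phosphatase at 20 µM in the single-dose screen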
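Assay system – bovine IAP enzyme · Quantity – bovine IAP at 1/65,000,000 final dilution · Detection – CDP-star luminescence signal · Times – 30 min reaction at room temperature · Also added – CDP-star substrate at 30 µM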
STAT3 activator: activators of IL-6 induced STAT3 signaling. 190,000 tested, 0.91% active. U3A cells, IL-6 STAT3-luciferase reporter, luminescence; 100% = signal with IL-6 EC80 alone. activation (% of control), % at 5.6 µM. AID 871;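 active means activation above the screen-wide mean of compound activation plus 3 SD, cut at about 130% in these data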;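 further: 0% = background luminescence of wells with medium and substrate only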
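Material: STAT3-luciferase reporter U3A cells; Probe or stimulus: IL-6 (33 ng/mL); Incubation: compound pre-incubation 1 h before IL-6, then 6 h stimulation at 37 °C; Technique: luminescence from STAT3-driven luciferase reporter; Evaluation: % activation versus median of IL-6-stimulated wells; Controls: IL-6-only high control.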
ROMK primary: human ROMK K+ channel modulation, primary screen; P48048; Tet-inducible ROMK, thallium flux fluorescence; actives lie on both sides; B-score at 10 µM; 130,000 tested, 2% active; AID 1918;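 active means signal ratio slope over the read window, or its plate-corrected B-score, at least 3 SD from the plate mean, either direction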;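 further: B-score of the F/F0 ratio slope over 7 to 12 s after thallium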
Target sequence (P48048 whole entry, looked up): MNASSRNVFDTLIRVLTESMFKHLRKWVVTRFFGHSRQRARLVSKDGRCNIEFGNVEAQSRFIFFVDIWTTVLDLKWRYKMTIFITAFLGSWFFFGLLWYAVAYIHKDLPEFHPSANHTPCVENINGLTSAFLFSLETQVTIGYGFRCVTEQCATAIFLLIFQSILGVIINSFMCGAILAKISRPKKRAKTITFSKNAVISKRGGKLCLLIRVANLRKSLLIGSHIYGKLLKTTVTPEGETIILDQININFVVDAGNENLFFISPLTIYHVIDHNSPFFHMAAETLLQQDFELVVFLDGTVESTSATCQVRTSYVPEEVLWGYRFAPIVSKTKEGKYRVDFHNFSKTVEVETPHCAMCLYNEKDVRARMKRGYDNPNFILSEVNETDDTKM
PPARg SRC-1 ag: promotes SRC-1 coactivator recruitment by human PPARgamma; P37231; activation, % at 8 µM; 200,000 tested, 0.41% active; PPARgamma-SRC-1 coactivator recruitment biochemical assay; in the data active means activation above about 19%;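 further: 0% = DMSO and 100% = reference agonist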
STAT3 inh: reduces IL-6 driven STAT3 reporter signal; 190,000 tested, 0.89% active; AID 862; inhibition, % at 5.5 µM; U3A cells, IL-6 STAT3-luciferase reporter, luminescence; host cell line lacks STAT1;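 active means inhibition above the mean inhibition across all screened compounds plus 3 SD, cut at about 44% in these data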;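 further: 0% = DMSO only wells and 100% = 100 µM nifuroxazide control wells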
PPARg SRC-3 ag: PPARgamma-driven SRC-3 recruitment agonism | biochemical PPARgamma/SRC-3 coactivator recruitment assay | AID 731 | P37231 | 200,000 tested, 0.26% active | activation, % at 8 µM; in the data active means activation above about 23%;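 further: 0% = DMSO and 100% = reference agonist; some compounds past the cut are filed as inactive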
TNAP act hiacc: increases human TNAP activity under high phosphate acceptor concentration; 200,000 tested, under 10 active; purified TNAP, CDP-star luminescence, 1 M DEA, 30 min; stronger effect = higher value; 0 = EDTA background, 1 = DMSO-only activity; P05186; AID 1136; activation factor at 20 µM;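 active means activation factor at least 2 at 20 µM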
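Control set: EDTA negative control, DMSO positive control / Assay system: human TNAP / Quantity: TNAP 1/800 final / Evaluation: TNAP activation factor scaled between EDTA and DMSO control wells / Measured by: luminescent substrate turnover signal / Compound dosing: one dose, 20 µM / Times: 30 min enzyme reaction at room temperature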
SRC2 TRFRET art: TR-FRET artefact, counter-screen to PPARgamma/SRC-2 agonist assay. stronger effect = higher value. TR-FRET ratio at 8 µM. 200,000 tested, 0.4% active. AID 1049; in the data active means TR-FRET ratio above about 2000; further: inactives centre near 1500
bIAP act: increases bovine intestinal alkaline phosphatase activity | purified bovine IAP, CDP-star luminescence, 30 min; stronger effect = higher value; fold of DMSO-control signal, blank-subtracted | activation factor at 20 µM | 200,000 tested, 0.17% active;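 active means activation factor of 2 or more at 20 µM, a signal rise over negative controls twice the positive control's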
An asterisk follows results filed as active; nt = not tested or not shown.

Screens in order: STAT1 blocker, PPARg SRC2 recr, bIAP inh, STAT3 activator, ROMK primary, PPARg SRC-1 ag, STAT3 inh, PPARg SRC-3 ag, TNAP act hiacc, SRC2 TRFRET art, bIAP act
> Cc1nnc(C)n1N1C(=O)c2cccc3cccc(c23)C1=O
  3, -1, 1, 98, nt, 5, 12, -9, 1, 1397, 1
> Cc1cc([N+](=O)[O-])cc([N+](=O)[O-])c1NCC(C)C
  -3, 9, 20, 95, -0.2, 3, 8, 1, 0.9, 1512, 0.8
> O=C(NCCCN1CCOCC1)c1ccc(CNS(=O)(=O)c2ccc(F)cc2)cc1
  -1, 5, 4, 103, nt, -2, -2, -5, 1, 1366, 1
> O=C(c1ccco1)N1CCCC(c2ccccc2)C1 (centres undefined)
  -9, 2, 14, 90, 0.45, 2, 14, -6, 1, 1408, 0.9
> COc1ccccc1CNC(=O)C1CC(=O)N(c2ccc(C)c(C)c2)C1 (centres undefined)
  2, -1, -2, 103, nt, -5, -1, -14, 1, 1496, 1
> c1ccc(Sc2ncnc3c2oc2ccccc23)cc1
  -49, 7, 0, 104, nt, -2, 0, 10, 1, 1727, 1
> O=C(NCc1ccc2[nH]c3c(c2c1)CCCC3)c1ccc(S(=O)(=O)N2CCOCC2)cc1
  -5, 0, 10, 88, -0.47, 4, 14, 1, 1, 1632, 0.9
> CC(C)(C)OC(=O)N1CCC(c2c(C(=O)O)cnn2-c2ccccc2)CC1
  2, 3, 8, 101, nt, -1, 3, -1, 1, 1434, 0.9
> CS(=O)(=O)N(CC(=O)NCCSC1CCCCC1)c1ccccc1
  3, 5, 10, 107, 0.52, 3, -7, 7, 1.1, 1531, 0.9
> Cc1ccc(CNC(=O)c2ccc(NS(=O)(=O)c3c(C)noc3C)cc2)cc1
  -5, 4, 7, 100, nt, -3, 9, 2, 1, 1553, 0.9
> CCCCC1CCC(c2ccc(C(N)=O)cc2)CC1 (centres undefined)
  5, 1, 10, 98, 0.13, -1, 3, 1, 1, 1732, 0.9
> CCN1CCN(CCNC(=O)c2cn(C(C)c3ccccc3F)nn2)CC1 (centres undefined)
  5, -3, 2, 104, nt, -3, 0, -12, 1, 1506, 1
> CC(=O)C1C(=O)c2c(cccc2[N+](=O)[O-])C1=Nc1ccccc1C (centres undefined)
  -2, 8, 4, 100, -0.94, 5, 6, 8, 1, 1516, 1
> Cc1cc(C)nc(Sc2c(C)nn(-c3ccccc3)c2C)n1
  8, 0, 3, 100, nt, -1, 7, -5, 1.1, 1522, 1
> Cc1ccc(C(=O)c2oc3nc(C)cc(C)c3c2N)cc1
  0, -7, 8, 96, nt, 0, 9, -3, 1, 1409, 0.9
> Cc1ccnc(NC(=O)c2cccs2)c1
  -27, -4, 3, 88, nt, 2, 18, -3, 1, 1405, 1
> Cc1ccc(S(=O)(=O)N2CCCC2C(=O)NCc2ccc3c(c2)OCO3)cc1 (centres undefined)
  2, 1, 2, 102, -0.32, -5, 5, 1, 1, 1506, 1
> Cc1ccccc1-n1nc2c(c1NC(=O)COc1ccc(Cl)cc1)CS(=O)C2 (centres undefined)
  9, -1, -7, 96, nt, 5, 10, 1, 1, 1695, 1.1
> CN(C)S(=O)(=O)N1CCc2ccccc21
  -2, -2, 14, 146*, nt, 2, -54, -7, 1, 1447, 0.9
> Brc1ccc(-c2nnc3n2C2(CCCC2)Cc2ccccc2-3)o1
  5, 8, 17, 86, -1, 5, 20, 4, 1.1, 1649, 0.8

Ordered by count of non-hydrogen atoms (low to high): some entries from above.
Screens in order: STAT1 blocker, PPARg SRC2 recr, bIAP inh, STAT3 activator, ROMK primary, PPARg SRC-1 ag, STAT3 inh, PPARg SRC-3 ag, TNAP act hiacc, SRC2 TRFRET art, bIAP act
> CN(C)S(=O)(=O)N1CCc2ccccc21
  -2, -2, 14, 146*, nt, 2, -54, -7, 1, 1447, 0.9
> Cc1cc([N+](=O)[O-])cc([N+](=O)[O-])c1NCC(C)C
  -3, 9, 20, 95, -0.2, 3, 8, 1, 0.9, 1512, 0.8
> CCCCC1CCC(c2ccc(C(N)=O)cc2)CC1 (centres undefined)
  5, 1, 10, 98, 0.13, -1, 3, 1, 1, 1732, 0.9
> c1ccc(Sc2ncnc3c2oc2ccccc23)cc1
  -49, 7, 0, 104, nt, -2, 0, 10, 1, 1727, 1
> Cc1cc(C)nc(Sc2c(C)nn(-c3ccccc3)c2C)n1
  8, 0, 3, 100, nt, -1, 7, -5, 1.1, 1522, 1
> Brc1ccc(-c2nnc3n2C2(CCCC2)Cc2ccccc2-3)o1
  5, 8, 17, 86, -1, 5, 20, 4, 1.1, 1649, 0.8
> CS(=O)(=O)N(CC(=O)NCCSC1CCCCC1)c1ccccc1
  3, 5, 10, 107, 0.52, 3, -7, 7, 1.1, 1531, 0.9
> COc1ccccc1CNC(=O)C1CC(=O)N(c2ccc(C)c(C)c2)C1 (centres undefined)
  2, -1, -2, 103, nt, -5, -1, -14, 1, 1496, 1
> Cc1ccc(CNC(=O)c2ccc(NS(=O)(=O)c3c(C)noc3C)cc2)cc1
  -5, 4, 7, 100, nt, -3, 9, 2, 1, 1553, 0.9
> O=C(NCCCN1CCOCC1)c1ccc(CNS(=O)(=O)c2ccc(F)cc2)cc1
  -1, 5, 4, 103, nt, -2, -2, -5, 1, 1366, 1
> O=C(NCc1ccc2[nH]c3c(c2c1)CCCC3)c1ccc(S(=O)(=O)N2CCOCC2)cc1
  -5, 0, 10, 88, -0.47, 4, 14, 1, 1, 1632, 0.9

(cont.)
Screens in order: STAT1 blocker, PPARg SRC2 recr, bIAP inh, STAT3 activator, ROMK primary, PPARg SRC-1 ag, STAT3 inh, PPARg SRC-3 ag, TNAP act hiacc, SRC2 TRFRET art, bIAP act
> CCOC(=O)C1CN(S(=O)(=O)c2ccc(C)cc2)c2cc(S(=O)(=O)CC)ccc2O1 (centres undefined)
  7, -3, 4, 102, nt, 0, -2, 3, 1, 1558, 1
> COc1cccc(C2C3=C(CC(C)(C)CC3=O)OC(N)=C2[N+](=O)[O-])c1 (centres undefined)
  8, 0, -2, 95, nt, 3, 8, -1, 1, 1579, 1
> CC(=O)c1ccc(N2CCN(C(=S)Nc3cccc(Cl)c3)CC2)cc1
  14, 4, 2, 88, 0.057, 9, 14, 4, 1.1, 1726, 1
> CC(=O)Oc1ccc2oc(=O)c3c(c2c1)CCCN3C(=O)CN1CCOCC1
  8, -5, 9, 103, 0.88, 10, -1, 0, 1, 1752, 0.9
> CC(Sc1nnc(Cc2cccs2)n1C1CCCCC1)C(=O)N1CCc2ccccc21 (centres undefined)
  6, 5, 4, 97, nt, -1, 7, 4, 1, 1463, 1
> COc1ccc(Nc2oc(COc3ccc(Cl)cc3)nc2C#N)cc1
  2, 3, 11, 64, nt, 1, 47*, 13, 1.1, 1669, 0.9
> O=C(Nc1ccc(CN2CCOCC2)cc1)c1cc2ccccc2o1
  -36, 7, 0, 87, nt, 0, 20, 12, 1, 1575, 1
> CC(C)(C)NC(=O)C(=O)NN=C1CCCCCC1
  -7, -4, 2, 104, nt, -5, -1, -3, 1.1, 1578, 1
> CCC(C)(C)C(=O)Nc1ncc(S(=O)(=O)c2ccc([N+](=O)[O-])cc2)s1
  6, 5, 2, 94, nt, 4, 11, 3, 1.1, 1603, 1
> CCN(CC(=O)Nc1cc(C)c(Cl)cc1OC)CC(=O)NC1CCS(=O)(=O)C1 (centres undefined)
  1, 8, -5, 99, -0.5, -5, 8, 4, 1, 1622, 1.1
> COc1ccc(C)cc1NC(=O)CSc1nnc(-c2cc3cccc(OC)c3o2)n1N
  12, 3, 3, 96, nt, 0, 4, -6, 1, 1578, 1
> Cc1cc(Sc2nccn2C)ncc1[N+](=O)[O-]
  -3, 3, -11, 99, 0.1, 1, 5, 0, 1, 1720, 1.1
> O=C(Nc1ccccc1)c1cccc(S(=O)(=O)N2CCCCC2)c1
  9, 14, 7, 92, nt, 4, 14, 5, 1, 1646, 0.9
> CSC(=NCc1cccnc1)NS(=O)(=O)c1cccs1
  -2, 7, 23, 99, nt, 6, 8, 13, 1.1, 1690, 0.8
> COc1cc(C(=S)N2CCOCC2)cc(OC)c1OC(=O)c1cc([N+](=O)[O-])c(C)c([N+](=O)[O-])c1
  3, 3, 7, 102, -0.95, 10, -1, 27*, 1, 1599, 0.9
> COc1cc(CNCCCN2CCOCC2)cc(Br)c1OCC(=O)N1CCCCC1
  -12, 9, -1, 104, nt, 1, 7, -6, 1, 1658, 1
> CN(CCNC(=O)c1ccc(N2CCCC2=O)cc1)CCc1ccccc1
  0, -3, -1, 100, 0.71, 7, 3, 6, 1, 1518, 1
> CC(C)(C)NC(=O)CN1CCN(C(=O)CCl)CC1
  -19, -1, 8, 102, -0.12, -3, 3, -1, 1.1, 1434, 0.9
> O=C1CC(Sc2ncn[nH]2)C(=O)N1c1ccccc1 (centres undefined)
  10, -1, -23, 96, -0.26, -4, 12, 6, 1, 1658, 1.2
> CCOC(=O)Cn1nc(C(F)F)c(Br)c1C
  -11, -2, 7, 99, 0.24, -1, 4, 0, 1, 1543, 0.9
> COc1cc(O)oc1C=Nc1ccc(Cl)cc1
  -1, 2, -3, 83, nt, 4, 21, 2, 1.1, 1748, 1
> CCOc1ccc(Nc2nc(NCCN3CCOCC3)nc(OC)n2)cc1
  -6, 2, 4, 98, 0.3, 3, 2, -3, 1, 1604, 1
